GLP1R inv ag – GLP-1 receptor (human) inverse agonism | P43220 | HEK293 GLP-1R CRE-luciferase, luminescence, 24 h; GLP-1R form is constitutively active | Potency, µM (series often up to 38.3 µM), for inactives: at the top dose activity change, negative = inhibition, usual class: inhibitors | 410,000 compounds, 1.6% hits; note: % is set by controls: 0 for no effect and ±100 for the full control effect; nearly all actives have a fitted effect of over 55% in size
Target sequence (P43220 whole entry, looked up): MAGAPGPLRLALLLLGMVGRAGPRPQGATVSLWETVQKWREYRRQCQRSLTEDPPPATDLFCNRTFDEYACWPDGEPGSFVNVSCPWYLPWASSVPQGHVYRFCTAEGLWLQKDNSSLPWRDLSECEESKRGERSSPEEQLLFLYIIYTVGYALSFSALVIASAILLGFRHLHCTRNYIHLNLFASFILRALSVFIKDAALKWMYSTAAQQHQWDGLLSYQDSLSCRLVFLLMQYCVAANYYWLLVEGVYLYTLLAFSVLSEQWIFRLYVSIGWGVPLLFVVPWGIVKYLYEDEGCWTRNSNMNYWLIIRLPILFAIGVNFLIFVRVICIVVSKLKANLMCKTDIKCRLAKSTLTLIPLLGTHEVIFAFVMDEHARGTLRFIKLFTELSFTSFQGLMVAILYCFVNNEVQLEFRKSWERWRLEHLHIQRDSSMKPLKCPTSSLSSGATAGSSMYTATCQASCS
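Stable HEK293 clone (constitutively active GLP-1R + cAMP-response luciferase); 200 cells/uL plated, 12 h pre-culture, compound 24 hr, 37 deg C/5% CO2; detection reagent 12 min RT; luminescence.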
KB-V1 MDR tox – kills drug-selected multidrug resistant KB-V1 cells; KB-V1 MDR cells viability, CellTiter-Glo, 72 h; Potency, µM (top dose mostly 46.1 µM), for inactives: at the highest dose activity change, negative = cytotoxicity, usual class: cytotoxic; 400,000 compounds, 3.4% hits; AID 1347076; note: % is set by controls: 0 for no effect and ±100 for the full control effect; nearly all actives have a fitted effect of over 60% in size
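KB-V1 MDR subline cells in DMEM (phenol-red free, 10% FBS) exposed to compounds in qHTS concentration series for 72 h at 37 degrees C. Viability read by CellTiter-Glo luminescence; concentration-effect curves fitted after normalization and correction.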
HEK293 tox – cytotoxic in the GLP-1 receptor inverse agonist counter-screen; HEK293 cAMP-luciferase reporter cells, luminescence, 24 h; Potency, µM (highest dose often 38.3 µM), for inactives: at the highest dose activity change, negative = inhibition, actives largely listed as inhibitors; 410,000 compounds, 0.13% hits;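 note: loss of luciferase light is scored as toxicity; % is set by controls: 0 for no effect and ±100 for the full control effect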
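Compound-treated cells are incubated 24 hr at 37 deg C under 5% CO2 after a 12 hour attachment period, then luciferase detection reagent is added and luminescence is measured following 12 min at room temperature; lowered signal indicates toxicity.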
GLP1R ag – activates the human GLP-1 receptor | P43220 | Potency, µM (series often up to 45.6 µM), without a hit: at the highest dose activation, hits mostly activators | AID 624172 | HEK293 GLP-1R CRE-luciferase, luminescence, 4-6 h; cells express a hypersensitive GLP-1R form | 380,000 compounds, 0.007% hits; note: % of control where 0% means no effect
SW480 rerep – DNA re-replication induction in SW480 cells | SW480 DNA re-replication, Hoechst DNA content imaging, 48 h | Potency, µM (top dose mostly 46.1 µM), for the others: at the highest dose re-replication activation, hits mostly activators | 340,000 compounds, 1.8% hits | AID 624297; note: % of control where 0% means no effect; nearly all actives have a fitted effect of over 55% in size
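Hoechst fluorescence of nuclei (405 nm excitation, 500-530 nm emission) measured by plate-scanning imager after 48 hr compound exposure at 37 C; re-replication scored as increased number of nuclei with elevated intensity.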
TDP43 rescue – TDP-43 toxicity inhibition in yeast; TDP-43 expressing yeast growth rescue, BacTiter-Glo, 24 h; 410,000 compounds, 1.8% hits; Potency, µM (titrated, usually from 46.1 µM), for inactives: at the top dose growth rescue (activation), hits mostly activators; note: % of control where 0% means no effect; nearly all actives have a fitted effect of over 50% in size
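Luminescence from BacTiter-Glo reports growth of TDP-43-expressing yeast after 24 hr at 30 deg C with compound. Cells were raffinose-pregrown to mid-log, then seeded in galactose medium at OD600=0.02.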
HT1080NT lethal – kills 2HG-producing HT-1080-NT fibrosarcoma cells. HT-1080-NT fibrosarcoma viability, CellTiter-Glo ATP luminescence, 48 h. Potency, µM (highest dose often 46.1 µM), for the others: top-dose activity, negative = less viability, usual class: cytotoxic. 360,000 compounds, 1.6% hits;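 note: NT is the 2HG producing partner of a matched IDH1 knockdown line; 0% = DMSO-treated cells and -100% = media-only wells without cells; nearly all actives have a fitted effect of over 55% in size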
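750 cells/well, RPMI + 5% FBS; 2 h settle, compound pin-transfer, 48 h at 37 degrees C. CellTiter-Glo 10 min RT, luminescence. Normalized to DMSO and media-only wells.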
HT1080 IDH1KD tx – kills HT-1080 cells with IDH1 knockdown; AID 686971; HT-1080 IDH1 knockdown viability, ATP luminescence, 48 h; 360,000 compounds, 2% hits; Potency, µM (top dose mostly 46.1 µM), inactives show at the highest dose activity, negative = toxicity, hits mostly cytotoxic;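 note: 0% = DMSO wells and -100% = cell-free medium wells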
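IDH1KD HT-1080 cells, 750/well, RPMI + 5% FBS; compound pinned after 2 h settling; 48 h, 37 °C; CellTiter-Glo luminescence; % activity normalised to DMSO and no-cell wells; curves fitted, classed by r2 and efficacy.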
KB-3-1 cytotox – KB-3-1 parental cell cytotoxicity. KB-3-1 viability, CellTiter-Glo ATP luminescence, 72 h. Potency, µM (highest dose often 46.1 µM), for the others: top-dose activity change, negative = cytotoxic, usual class: cytotoxic. 400,000 compounds, 1.4% hits. AID 1347075; note: % is set by controls: 0 for no effect and ±100 for the full control effect; nearly all actives have a fitted effect of over 60% in size
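Parental KB-3-1 adenocarcinoma cells in phenol-red-free DMEM with 10% FBS were pin-treated with compounds at several concentrations, incubated 72 h at 37 °C, and viability read by CellTiter-Glo luminescence; concentration-effect curves were fitted after normalization.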
An asterisk follows results filed as active; ? = inconclusive; . = not tested or not shown; & = joins results of further samples; [ ] = remark or other dose. Calls come from the whole dose curve; as a rule, active = well fitted curve in the direction sought with a large enough effect; inconclusive = small, poorly fitted or top-dose-only effect, or another doubt; inactive = no such curve, though single readings can be large; an effect the other way counts as inactive or inconclusive. Potency is the fitted concentration of half-maximal effect.

canonical_smiles,GLP1R inv ag,KB-V1 MDR tox,HEK293 tox,GLP1R ag,SW480 rerep,TDP43 rescue,HT1080NT lethal,HT1080 IDH1KD tx,KB-3-1 cytotox
Cc1cc(C)cc(NC(=O)c2cccc(NC(=O)c3ccco3)c2)c1,?,-20%,3%,6%,20%,13%,6%,0%,-1%
CC1(C(=O)NS(=O)(=O)C2CC2)CCCN(C(=O)c2cccc(C(F)(F)F)c2)C1 (stereo not given),19%,-5%,8%,-4%,.,-11%,21%,8%,2%
COC(=O)[C@@](C)(O)C1(C(=O)SC(C)(C)C)CC1,12%,-4%,2%,-3%,-14%,-3%,29%,20%,7%
N#Cc1cccc(CS(=O)(=O)c2ccc(Cl)cc2)c1,13%,-2%,7%,-2%,-7%,23%,4%,4%,5%
O=C1C2C(c3ccccc3)=NN(c3ccccc3)C2C(=O)N1c1ccccc1 (stereo not given),0%,21%,122%[activator],5%,1%,-5%,20%,12%,13%
O=C1CCCN1c1ncc(S(=O)(=O)c2ccc([N+](=O)[O-])cc2)s1,6%[0.307 µM],-28%,18%[0.307 µM],-4%,0%,-14%,-21%,11%,2%
CCc1ccccc1NC(=O)CCS(=O)(=O)c1ccc(C)cc1,-13%,-6%,0%,0%,-6%,9%,-4%,-2%,-4%
CCOc1cc(CNCCO)ccc1OCC(=O)NC(C)(C)C,-13%,3%,8%,0%,-1%,2%,6%,0%,1%
COc1cc(NC(=O)CSc2nnc3c(C)cc4cc(C)cc(C)c4n23)c(C(=O)O)cc1OC,0%,-2%,-1%,1%,-3%,-23%,21%,17%,24%
COCCn1c(SCC(=O)N2CCCC2=O)nnc1-c1ccncc1,16%,9%,-9%,-1%,.,13%,6%,-5%,16%
COc1ccc(-c2cc(C(=O)N/N=C/c3cccnc3)c3ccccc3n2)c(OC)c1,7%,-4%,-4%,13%,2%,13%,-13%,-17%,0%
Cc1cc(OCc2nc(-c3cccs3)no2)cc(C)c1Cl,?,7%,-13%,9%,13%,17%,8%,6%,16%

canonical_smiles,GLP1R inv ag,KB-V1 MDR tox,HEK293 tox,GLP1R ag,SW480 rerep,TDP43 rescue,HT1080NT lethal,HT1080 IDH1KD tx,KB-3-1 cytotox
O=C(CNC(=O)OCc1ccccc1)NCC(=O)N1CCCC1C(=O)OCc1ccccc1 (stereo not given),31%[activator],-6%,-17%,-21%,1%,-12%,-1%,-15%,-8%
COc1ccc(N(CC(=O)NCc2ccco2)S(C)(=O)=O)cc1,3%,5%,?,1%,-1%,-15%,0%,-1%,3%
Cc1nn(-c2ccccc2)c2c1cc1c(=O)[nH]c(=O)nc-1n2-c1cccc(Cl)c1,10%,9%,-11%,-1%,.,13%,.,.,11%
Cc1nc(Cc2nnc(SCC(=O)N3CCN(c4ccc(O)cc4)CC3)o2)cs1,-10%,0%,-10%,-1%,2.1µM*,-5%,11%[9.24 µM],2%,-9%
O=S(=O)(NCCc1ccncc1)c1ccc(Br)cc1,-13%,6%,0%,-4%,-5%,6%,0%,2%,-5%
CC1CN(C(C)C(=O)NNC(=O)c2ccc(F)cc2)CC(C)O1 (stereo not given),6%,10%,-5%,10%,-6%,3%,8%,8%,13%
O=C(Nc1nnc(S(=O)(=O)N2CCCCC2)s1)c1ccccc1Br,-24%&-14%,3%&13%,-8%&1%,-5%,-5%,16%&21%,-4%,-6%,-1%&8%
CC1CCC(NC(=O)CCN2C(=O)C3C4C=CC(C4)C3C2=O)CC1 (stereo not given),4%,?,-1%,-1%,17%,-13%,9%,0%,-1%
O=C(Nc1ccc(Cl)cn1)c1cc(S(=O)(=O)N2CCCCC2)ccc1Cl,-3%,1%,-12%,9%,-3%,2%,2%,4%,6%
COc1ccc(C(C)=O)cc1Cn1c(C)c(C(=O)NCc2cccc(C)c2)sc1=O,7%,?,-1%,-7%,.,?,5%,6%,-5%
COc1ccc(-c2nn(C)c3sc(C(=O)NCc4ccco4)cc23)cc1OC,30%,7%,4%,5%,-19%,2%,?,21%,15%
Cc1ccc(OCC(=O)N2CCN(C3=NS(=O)(=O)c4ccccc43)CC2)cc1,5%,1%,-12%,3%,-6%,-14%,3%,13%,9%

canonical_smiles,GLP1R inv ag,KB-V1 MDR tox,HEK293 tox,GLP1R ag,SW480 rerep,TDP43 rescue,HT1080NT lethal,HT1080 IDH1KD tx,KB-3-1 cytotox
O=c1c2c([nH]c3ccccc13)CCC2,5%,-7%,-2%,5%,-2%,19%,8%,1%,2%
Cc1cccc(/C=C(\C(=O)O)c2ccc(S(=O)(=O)N3CCCC3)s2)c1,15%,-28%,26%,1%,0%,-12%,0%,-8%,2%
CN(C(=O)c1cnccn1)c1nnc(-c2cnccn2)s1,21%,3%,1%,-6%,-5%,-9%,23%,16%,15%
O=C(c1ccccc1)c1cc(-c2ccccc2)on1,?,11%,-8%,-35%[inhibitor],-4%,-14%,16%,18%,3%
O=C(Nc1nnc(SCc2ccccc2)s1)c1cc2c(s1)CCCC2,12%,10%,-7%,-11%,-10%,-5%,-1%,17%,2%
Clc1cccc(OCCOCCN2CCNCC2)c1Cl,?,0%,8%,1%,0%,-17%,-19%,-26%,-4%
COc1ccc(NC(=O)CN(C)C(=O)Cc2c(C)nc3ccccc3c2C)cc1,-26%,0%,5%,17%,-268%[inhibitor],-27%,-24%,-16%,-28%
COc1cccc(-c2csc(N3CCN(Cc4ccccc4)CC3)n2)c1,0%,-30%,4%,25%,?,-1%,3%[9.24 µM],3%,-18%
COc1ccc(NC(=O)c2cc(-c3ccc4c(c3)OCO4)on2)cc1OC,18%,-6%,-4%,2%,-5%,5%,1%,7%,?
CCc1nc(Nc2ccccc2)c2oc3ccccc3c2n1,?,?,6%,20%,-10%,11µM*,11%,1%,-1%
CNC(=O)/C=C1\NC(C)(C)Cc2ccccc21,11%,9%,4%,-7%,-1%,-17%,?,?,-8%
Cc1cc2nc(-c3ccc(SCC(=O)N4CCc5ccccc54)nc3)[nH]c2cc1C,9%,-8%,10%,-5%,2%,-19%,-10%,0%,-5%

Only HT1080NT lethal and KB-3-1 cytotox, for 2 of the compounds above:
structure | HT1080NT lethal | KB-3-1 cytotox
O=C(c1ccccc1)c1cc(-c2ccccc2)on1 | 16% | 3%
O=C(Nc1nnc(SCc2ccccc2)s1)c1cc2c(s1)CCCC2 | -1% | 2%

Later entries.
canonical_smiles,GLP1R inv ag,KB-V1 MDR tox,HEK293 tox,GLP1R ag,SW480 rerep,TDP43 rescue,HT1080NT lethal,HT1080 IDH1KD tx,KB-3-1 cytotox
C=CCC[C@@H](Cc1ccc(F)cc1)C(=O)OC[C@@H](NC(=O)[C@@H](CC=C)CC(=O)N(CCO)Cc1ccccc1)c1ccccc1,?,?,1%,-4%,25%,9%,21µM*,?,?
Cn1c(C(=O)NCCc2ccccc2)cc2sc(Cl)cc21,?,3%,10%,.,.,?,.,.,5%
COc1cccc(C(=O)N(Cc2cccnc2)c2nc3c(OC)ccc(C)c3s2)c1OC,?,-23%,-1%,.,.,?,.,.,0%
COC(=O)c1cc(Br)c(=O)n(CCN(C(C)C)C(C)C)c1,7%,8%,1%,1%,3%[9.22 µM],-1%,12%,11%,0%
CCOC(=O)C1=C(COC(=O)c2cccc(Br)c2)NC(=O)NC1C (stereo not given),12%,4%,7%,-11%,-7%,-6%,0%,-5%,9%
O=C(NCc1ccccc1)C1CCCN1S(=O)(=O)c1cccc2cccnc12 (stereo not given),12%,-5%,-19%,7%,-2%,10%,0%,-6%,?
Cc1cc(N2CCN(C)CC2)nc2ccc(NC(=O)CCC(=O)NCCC(C)C)cc12,-25%,?,-2%,10%,?,14%,-2%,4%,0%
Cc1cc(NC(=O)CS(=O)(=O)c2cn(Cc3cccc(Cl)c3)c3ccccc23)no1,?,?,-10%,5%,.,1%,?,?,?
CCn1c(SCC(=O)N2CCCC2)nnc1-c1ccc(N)cc1,40%[activator],0%,-6%,-11%,-11%,-1%,13%,21%,13%
O=C(COc1ccc(Br)cc1)Nc1nnc(C2CC2)s1,10%,?,5%,-1%,-1%,3%,8%,9%,7%
CN(C)C(CNS(=O)(=O)c1ccc(Cl)cc1)c1cccnc1 (stereo not given),2%,24%,2%,2%,3%,0%,11%,6%,14%
CCN(CC)C(=O)c1ccccc1NC(=O)CN1C(=O)c2ccccc2C1=O,8%,4%,-1%,0%,-13%,-8%[9.22 µM],7%,18%,9%

canonical_smiles,GLP1R inv ag,KB-V1 MDR tox,HEK293 tox,GLP1R ag,SW480 rerep,TDP43 rescue,HT1080NT lethal,HT1080 IDH1KD tx,KB-3-1 cytotox
CCCc1c(O)nc(SCC(=O)NCCc2ccc(OC)c(OC)c2)[nH]c1=O,-5%,27%,3%,-25%,-5%,2%,11%,5%,4%
O=C(CN1CCN(Cc2ccccc2)CC1)N1CCCc2c1c(=O)oc1ccc(O)cc21,0%,15µM*,?,2%,26%,-11%,?,?,?
Cc1c[n+]([O-])n(-c2ccc(C(=O)O)cc2)n1,9%,5%,7%,-15%,-4%,5%,9%,11%,-2%
O=c1[nH]c(Cc2ccccc2Cl)nc2ccccc12,5%,4%,9%,11%,-7%,-10%,1%,-1%,44%
COc1ccc(C(C[N+](=O)[O-])C2(c3ccc(OC)c(OC)c3)C(=O)c3ccccc3C2=O)cc1 (stereo not given),12%,?,?,-34%[inhibitor],3.3µM*,-33%,?,21µM*,?
CC(=O)NC(NC(=S)Nc1ccccc1Br)C(Cl)(Cl)Cl (stereo not given),-29%,-1%,-10%,4%,?,4%,-8%,-1%,6%

Compound activity deposited in PubChem by National Center for Advancing Translational Sciences (NCATS).
